Compound activity deposited in PubChem by several laboratories.
HePTP inhibitor = inhibitors of human HePTP phosphatase, primary screen, biochemical, absorbance, leukemia target; Tyrosine-protein phosphatase non-receptor type 7 (Homo sapiens), P35236; recombinant HePTP phosphatase activity, OD absorbance; inhibition, % at 20 µM; actives 0.64% (n = 110,000); AID 521, 2006; in the data active = inhibition above about 50%;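 note: plate controls were vehicle for no effect and reference inhibitor for full effect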
Target sequence (P35236 whole entry, looked up): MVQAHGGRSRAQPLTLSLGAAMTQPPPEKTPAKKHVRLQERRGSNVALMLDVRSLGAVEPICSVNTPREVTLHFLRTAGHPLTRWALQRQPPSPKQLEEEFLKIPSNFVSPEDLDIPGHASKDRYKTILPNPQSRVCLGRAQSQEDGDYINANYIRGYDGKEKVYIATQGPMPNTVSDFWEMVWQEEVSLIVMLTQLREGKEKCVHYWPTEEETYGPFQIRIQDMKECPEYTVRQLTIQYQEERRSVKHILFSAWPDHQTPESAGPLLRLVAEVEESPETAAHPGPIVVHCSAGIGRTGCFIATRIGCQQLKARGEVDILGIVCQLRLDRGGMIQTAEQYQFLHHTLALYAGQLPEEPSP
BAP1 block = inhibitors of BAP1 deubiquitinase, primary screen, biochemical, Ub-AMC fluorescence, kinetic; Ubiquitin carboxyl-terminal hydrolase BAP1 (Homo sapiens), Q92560; recombinant BAP1, Ub-AMC hydrolysis fluorescence kinetic; active compounds read low; activity remaining (% of control), % at 20 µM; actives 0.48% (n = 72,000);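 active = activity remaining at or below 50% of control, provided the compound also passes the data quality filters; inactive = the rest, including low values that fail the filters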;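 note: 100% = DMSO wells rate and 0% = substrate alone blank rate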
Active calls of the source: *; / = not tested or not shown; & = joins results of further samples. An unsorted share of the library; 0.7% or so of the library scored in one or more.

SMILES	HePTP inhibitor	BAP1 block
CCOC(=O)C1CCN(C(=O)CCCN2C(=O)c3ccccc3C2=O)CC1	-8	125
O=c1c2c3c(sc2n2c(=S)[nH]nc2n1-c1ccccc1)CCCC3	8	/
C=CCc1cccc2cc(C(=O)Nc3ccc(S(N)(=O)=O)cc3)c(=O)oc12	32	/
COc1cccc(N2C(=O)/C(=C/c3ccc4c(c3)OCO4)SC2=S)c1	5	/
CC1=C(C)CS(=O)N(S(=O)(=O)c2ccc(Cl)cc2)C1 (centres undefined)	9	94
O=C(NCCN1CCOCC1)C1CCN(Cc2ccccc2O)CC1	-13	146
c1coc(-c2nnc3n2C2(CCCC2)Cc2ccccc2-3)c1	-9	97
COc1ccccc1CNC(=O)c1ccoc1C	10	113
O=C(CNC(=O)c1ccc(Br)cc1)c1ccc(-c2ccccc2)cc1	6	/
O=C(NCCc1c[nH]c2ccccc12)/C(=C/c1cccc([N+](=O)[O-])c1)NC(=O)c1ccccc1	2	/
Fc1ccc(-c2cc(C(F)(F)F)nc(N3CCCCC3)n2)cc1	-2	/
COc1ccc(/C=C/C(=O)Nc2ccc(NC(=O)c3cc4ccccc4o3)c(OC)c2)cc1	-10	/
CC(=O)Nc1ccc(C(=O)OCC(=O)NC(=O)NC2CCCCC2)cc1	9	94
COC(=O)C1CCN(c2nc3ccccc3nc2C(C#N)C(=O)NCCc2ccccc2)CC1 (centres undefined)	6	/
C=CCN1C(=O)/C(=C\c2ccc(-c3ccc(OC)cc3[N+](=O)[O-])o2)C(=O)NC1=S	-4	/
CC(=O)ONC(=NCc1ccccc1)c1nonc1N	4	/
CCCn1c(SCC(=O)Nc2ccccc2-c2ccccc2)nnc1-c1ccoc1C	4	112
COc1ccc(OCc2nc(-c3cccnc3)no2)cc1	-12	/
Cc1ccc(C(=O)Nc2ccc(Br)cc2)cc1S(N)(=O)=O	/	81
Cc1cccn2c(=O)c3cc(C(=O)N4CCc5ccccc54)n(C)c3nc12	-1	46*
CCOC(=O)CSc1nc(C)c(C(=O)OCC)s1	0	137
CCC1C(C#N)=C(N)OC2=C1C(=O)CC(C)(C)C2 (centres undefined)	/	85
O=C(Nc1ccccc1C(=O)O)c1ccc(Cl)c(Cl)c1	-6	/
COc1ccc(/C=C2\C(=O)NC(=S)N(c3cccc(Br)c3)C2=O)cc1	14	/
CCOC(=O)c1c(NC(=O)c2c(-c3ccccc3)noc2C)sc2c1CCC(CC)C2 (centres undefined)	2	/
O=C(NCc1ccco1)C(c1cccs1)N(C(=O)Cc1cccs1)c1ccccc1 (centres undefined)	13	98
Cc1ccnc(NS(=O)(=O)c2ccc(NC(=O)c3c(-c4ccccc4Cl)noc3C)cc2)n1	/	50
CC(=O)Nc1nc2ccccc2n1CCOc1ccccc1	7	142
CCN(CC)CCCNC(=O)C1c2ccccc2C(=O)N1Cc1ccc(C)cc1 (centres undefined)	4	94
C=CCN1C(=O)CS/C1=N\S(=O)(=O)c1ccc([N+](=O)[O-])cc1	-14	/
Cc1cccc(-c2cc3nc4c(c(N5CCC6(CC5)OCCO6)n3n2)CCCC4)c1	6	/
COC(=O)CN(c1ccc(OC)c(Cl)c1)S(C)(=O)=O	9	/
S=c1[nH]nc(CSc2nc3ccccc3s2)o1	7	103
CC(=O)Nc1ccc(S(=O)(=O)N/N=C/c2ccco2)cc1	11	/
COc1ccc(CSc2nc(N3CCOCC3)c3c(c2C#N)CC(C)(C)OC3)cc1	4	91
O=C(C(Cc1ccccc1)n1cccc1)N1CCN(c2ncccn2)CC1 (centres undefined)	2	92
NC/C=C/C(=O)O	/	100
CCCC(=O)NCCCc1nc2ccccc2n1CCC	8	/
Cc1ccc2oc(=O)c3cnn(CC(=O)N4CCCc5ccccc54)c3c2c1	18	102
COC(=O)c1cc(C(=O)Nc2ccc(Br)c(C)c2)cc([N+](=O)[O-])c1	-11	/
Cc1ccc(C(=O)NNC(=O)c2cc3ccccc3cc2O)cc1	2	/
c1ccc2c(c1)nnn2Cc1nnc2sc(-c3ccncc3)nn12	6	86
CC1CCCCN1S(=O)(=O)c1ccc(NC(=O)CSc2nnnn2C)cc1 (centres undefined)	-2	92
CC(C)(C)NC(=O)/C(=C\c1cccs1)NC(=O)c1cccs1	10	/
COc1ccc(OC)c(N(CC(=O)Nc2ccc(Cl)cc2)S(C)(=O)=O)c1	4	/
O=C(Cn1cnc([N+](=O)[O-])n1)N1CCN(Cc2ccccc2)CC1	-9	/
COC(=O)c1ccc(C)c(NC(=O)CN(c2ccc3c(c2)OCO3)S(C)(=O)=O)c1	0	/
Cc1ccc(N2C(=O)C(Cl)=C(Nc3ccc(F)cc3)C2=O)c(C)c1	8	/
O=C(NCCN1CCNCC1)c1ccccn1	4	106
Cc1ccc(C)c(N2C(=O)CC(Cc3ccc(Br)cc3)C2=O)c1 (centres undefined)	6	/
COc1ccc(OC)c(C2C(C(=O)O)c3ccccc3C(=O)N2C)c1 (centres undefined)	10	117
Cc1nc2ccccn2c1P(=O)(N1CCCCC1)N1CCCCC1	11	96
O=C1NC(=O)N(c2ccccc2)C(=O)/C1=C/c1ccc(-c2ccccc2C(=O)O)o1	-7	/
Cc1ccc(C2(C)CC(C)(C)N(C(=O)C3CCCO3)c3ccccc32)cc1 (centres undefined)	4	/
COc1ccc2[nH]cc(CCNC(=S)Nc3ccccc3)c2c1	5	/
C=C(CC)C(=O)c1ccc(OCC(=O)O)c(Cl)c1Cl	34	53
CC(=C\c1ccccc1)/C=C1/SC(=O)N(c2ccc(Cl)cc2)C1=O	-5	/
COc1ccc(OCCn2c(=N)n(CCO)c3ccccc32)cc1	0	104
CC(=O)C(C(C)=O)C1=C(Cl)C(=O)C(=O)c2ccccc21	-11	/
O=C(CN1CCCCC1)Nc1cccc(Br)c1	3	67

Going on with the list.
SMILES	HePTP inhibitor	BAP1 block
COc1ccc(N2CCSC2C(=O)c2ccccc2)cc1 (centres undefined)	1	/
COc1ccccc1NC(=O)C(CCS(C)(=O)=O)N1C(=O)c2ccccc2C1=O (centres undefined)	-1	101
COc1ccc(N2CCN(c3oc(-c4ccco4)nc3C#N)CC2)cc1	0	88
CC(C)(C)c1[nH]nc2c1C(c1cccnc1)C(C#N)=C(N)O2 (centres undefined)	1	93
CCOc1cc(OCC)cc(C(=O)Nc2cc(C(=O)OC)cc(C(=O)OC)c2)c1	10	/
CCOc1ccc(NC(=O)c2ccc(N3C(=O)c4cccnc4C3=O)cc2)cc1	6	/
Cc1nn(-c2ccc(F)cc2)c2sc(C(=O)O)cc12	2	123
N#Cc1cc(Nc2ccc(Cc3ccncc3)cc2)c([N+](=O)[O-])cc1C#N	/	93
COC(=O)[C@H](C)NC(=O)Nc1cc(OC)ccc1OC	2	103
CCOC(=O)Nc1ccc2c(c1)N(C(=O)N1CCOCC1)c1ccccc1CC2	6	/
Cc1ccc(N2C(=O)NC(=O)/C(=C\c3cc(C)n(C)c3C)C2=O)cc1	-5	/
NS(=O)(=O)c1ccc(NC(=O)CN2CCCCC2)cc1	1	81
N=c1c2c(-c3ccccc3)c(-c3ccccc3)n(Cc3ccccc3)c2ncn1CCCn1ccnc1	15	156
O=C(C1CCCC1)N1CCN(c2ccc([N+](=O)[O-])cc2)CC1	-1	/
O=C(OCC(=O)N1CCN(C(=O)c2ccco2)CC1)c1ccccc1Cc1ccccc1	7	112
Cc1ccc(NC(=O)c2cc3c(C)nn(-c4ccccc4)c3s2)cc1[N+](=O)[O-]	31	/
COc1ccc(N2CCN(C(=O)CSc3ncnc4c3cnn4-c3ccccc3C)CC2)cc1	17	102
CC1(C)CC(=O)C2=C(C1)Nc1ccccc1NC2c1coc2ccc(Cl)cc2c1=O (centres undefined)	-1	/
CC(=O)c1ccc(OC(=O)c2ccccc2Br)cc1	-4	/
Cc1cc(C)c2c(n1)nn1c(N3CCN(c4ccccc4)CC3)cc(C)nc21	10	81
Cc1cc(Cl)ccc1NC(=O)c1ccc(N(C)S(=O)(=O)c2ccccc2)cc1	/	91
CC(=O)c1ccc(OC(=O)c2cccs2)cc1	7	108
c1ccc(-c2nc(Sc3ncnc4c3cnn4-c3ccccc3)n[nH]2)cc1	8	88
COCCn1c(SCC(=O)NCc2cccs2)nnc1-c1ccc(OC)cc1	5	108
COC(=O)C1=C(CN2CCN(C)CC2)NC(=O)NC1c1cc(C)ccc1C (centres undefined)	-1	101
NCCCCNc1ccccc1[N+](=O)[O-]	9	/
Cc1ccc(C(=O)OCCOC(=O)c2ccc(C)cc2)cc1	/	112
c1ccc(-n2ncc3c(NCc4ccccn4)ncnc32)cc1	1	79
CCN(CC)c1ccc(-c2c(C#N)c(N)nc(OC)c2C#N)cc1	-4&5	/
COc1ccccc1NC(=O)N(Cc1ccco1)Cc1cc2cccc(C)c2[nH]c1=O	4	97
Cc1ccc(NC(=O)C2C(=O)N(CCO)C3(C)CC2c2ccccc2O3)cc1 (centres undefined)	8	97
Nc1nnc(SCCOc2ccc(Br)cc2)s1	-5	103
CCN1CCN(C(=O)c2oc(=O)c3ccccc3c2-c2ccc(C)cc2)CC1	4	98
O=C(CSc1nnc(-c2cccnc2)n1Cc1ccco1)NCc1ccc2c(c1)OCO2	-10	106
COc1ccc([N+](=O)[O-])cc1NC(=O)CCc1ccccc1	-1	/
CC1(C)Cc2cccc(OCC(=O)N3CCN(S(=O)(=O)c4ccc(F)cc4)CC3)c2O1	-4	99
O=C(Nc1ccc(Nc2ccccc2)cc1)c1ccccc1I	8	/
CC1CCc2cc(F)ccc2N1C(=O)CSc1nnc(-c2cccs2)n1C (centres undefined)	-1	92
COc1ccccc1N1CCN(C2CC(=O)N(C)C2=O)CC1 (centres undefined)	2	/
CCc1nc(N2CCCC2C(=O)O)c2oc3ccccc3c2n1 (centres undefined)	5	99
